# H9c2 protect – modulators protecting cardiomyocytes from myocardial damage | H9c2 cardiomyocytes, H2O2 injury protection, ATPLite, 2 h | protection from H2O2 cell death, % at 20 µM | 360,000 compounds, 0.63% hits;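 active = compounds giving at least 50% protection of heart cells from peroxide-induced death in the single-dose screen, raw or plate-pattern-corrected value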;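 also: 0% = DMSO wells with peroxide and 100% = DMSO wells without peroxide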
# TRPM1 prom inh – inhibitors of MITF-driven TRPM1 promoter in melanoma cells | SK-MEL-5 TRPM1 promoter luciferase, 24 h | inhibition, % at 12.5 µM | 330,000 compounds, 0.83% hits | AID 488899;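 active = mean inhibition across replicates of 60% or more, whatever share of single replicates reaches that level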; also: values of inactives mirror those of a sister screen read the other way
# HIF-2a inh – inhibitors of HIF-2a; AID 624352; 786-0 RCC cells HIF-2a reporter, luciferase luminescence, overnight; 360,000 compounds, 0.72% hits; inhibition, % at 18.8 µM;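 active = inhibition of the luminescence signal of 40% or more relative to plate controls, in a single-dose primary screen at 18.75 µM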
# NR2E3 ag-1 – activates human NR2E3 receptor. Q9Y5X4. CHO-S Gal4-NCOR/VP16-NR2E3 two-hybrid, luciferase. inhibition of corepressor binding, % at 3.98 µM. 360,000 compounds, 0.35% hits. AID 602229;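 active = inhibition above the mean of all tested compounds plus 3 SD, cut at about 70% in these data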;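 also: 0% = DMSO with NR2E3 transfected cells and 100% = cells lacking NR2E3 construct; higher means lower luciferase signal from less NR2E3 corepressor binding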
# Target sequence (Q9Y5X4 whole entry, looked up, the tested form may be a part): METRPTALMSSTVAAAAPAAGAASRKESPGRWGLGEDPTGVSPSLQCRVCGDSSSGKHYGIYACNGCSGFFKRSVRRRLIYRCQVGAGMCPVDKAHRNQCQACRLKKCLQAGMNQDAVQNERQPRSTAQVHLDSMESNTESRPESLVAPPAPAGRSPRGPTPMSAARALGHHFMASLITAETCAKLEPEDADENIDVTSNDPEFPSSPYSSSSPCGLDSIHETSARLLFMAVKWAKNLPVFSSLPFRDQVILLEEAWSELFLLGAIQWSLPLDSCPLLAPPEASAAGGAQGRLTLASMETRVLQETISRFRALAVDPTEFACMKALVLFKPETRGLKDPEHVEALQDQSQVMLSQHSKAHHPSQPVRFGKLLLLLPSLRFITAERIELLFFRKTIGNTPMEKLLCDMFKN
# PDI turbidity – PDI (human) enzyme inhibition; P07237; PDI insulin aggregation turbidity, A650, 90 min; inhibition, % at 10 µM; 350,000 compounds, 0.052% hits; AID 588391;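 active = mean inhibition across replicates of 30% or more, whatever share of single replicates reach that level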;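 also: absorbance from insulin aggregation driven by PDI reduction with DTT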
# CaV13 ICDI inh – Disruptors of the CACNA1D IQ motif to Ca2+-dependent inactivation inhibitor domain association, primary screening, Förster resonance energy transfer in intact living …; inhibition, % at 12.3 µM; HEK cells, CFP/YFP FRET ICDI-IQ, plate reader, 10 min; percent FRET-ratio fall versus neutral wells; AID 743397; 340,000 compounds, 0.098% hits;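 active = mean replicate inhibition of at least 30% and at least 1% of replicates passing that level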;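 also: 0% = median of the neutral control wells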
# m5-HT2A agonist – agonists of mouse serotonin 5-HT2A receptor (HTR2A). P35363. CHO-K1 mHTR2A beta-arrestin complementation, luminescence; percent of 30 µM serotonin response. activation, % at 7.6 µM. 360,000 compounds, 0.66% hits;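 active = activation above a run cutoff, the mean activation of all tested compounds plus 3 SD, cut at about 14% in these data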;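 also: 0% = plate median of compound wells and 100% = 30 µM serotonin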
# Target sequence (P35363 whole entry, looked up): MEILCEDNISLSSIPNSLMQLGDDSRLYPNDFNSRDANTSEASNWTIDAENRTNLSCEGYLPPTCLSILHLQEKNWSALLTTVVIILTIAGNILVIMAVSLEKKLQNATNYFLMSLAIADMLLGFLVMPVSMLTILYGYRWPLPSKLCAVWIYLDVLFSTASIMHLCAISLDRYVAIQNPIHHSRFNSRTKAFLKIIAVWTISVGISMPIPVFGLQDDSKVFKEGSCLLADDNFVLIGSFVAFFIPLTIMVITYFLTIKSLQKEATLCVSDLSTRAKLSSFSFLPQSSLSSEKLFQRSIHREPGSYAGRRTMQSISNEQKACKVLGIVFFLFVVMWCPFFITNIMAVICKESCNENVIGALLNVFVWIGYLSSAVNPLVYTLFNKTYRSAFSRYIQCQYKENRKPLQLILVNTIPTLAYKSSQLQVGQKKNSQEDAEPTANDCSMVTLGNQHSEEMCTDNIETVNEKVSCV
# Shn3 inh set2 – reduces Shn3 3'UTR luciferase signal in osteoblasts | Clone20 osteoblast Shn3 3'UTR firefly luciferase, 24 h | inhibition, % at 12.5 µM | 360,000 compounds, 0.52% hits | AID 588674;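 active = mean inhibition of at least 75% with every replicate also reaching 75%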;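 also: 0% = median of neutral control wells and 100% = pilot-screen positive control compound; some compounds past the cut are filed as inactive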
# iPSC survival up – enhancers of human iPSC single-cell survival. hiPSC single-cell survival, ATPlite luminescence; 100% = ROCK inhibitor wells, 0% = DMSO. survival enhancement, % at 20 µM. 360,000 compounds, 0.044% hits; in the data active = survival enhancement above about 18%;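 also: cells exposed to compounds for 16 hours before the ATP read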
# Peg3 prom inh – reduces Peg3 promoter-driven luciferase expression in HeLa | inhibition, % at 20 µM | HeLa PEG-Prom luciferase reporter, luminescence, overnight | 360,000 compounds, 1.7% hits;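 active = inhibition of at least 50% at 20 µM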
# NR2E3 ag-2 – activates human photoreceptor nuclear receptor NR2E3; GST-NR2E3/biotin-RetCOR TR-FRET, 1536-well; inhibition of corepressor binding, % at 4.78 µM; 320,000 compounds, 0.12% hits; AID 2300;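 active = percent inhibition above the cutoff of mean plus 3 SD of all tested compounds, set per screening campaign, cut at about 20% in these data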;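 also: 0% = DMSO wells and 100% = biotin wells as full block of FRET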
#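 Test system – NR2E3–RetCOR corepressor complex · Quantity – NR2E3 fusion 1.35 nM · Buffer or medium – Tris pH 7.5 · Incubation – Compound–protein incubation for 5 h at 4 °C · Technique – TR-FRET, Eu(K)-anti-GST donor, streptavidin-D2 acceptor, ex 340, em 617/671 nm · Evaluation – percent inhibition of 671/617 nm emission ratio versus biotin and DMSO controls · Plate – 1536-well format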
# * hit, by the source's call; . = not tested or not shown.
SMILES,H9c2 protect,TRPM1 prom inh,HIF-2a inh,NR2E3 ag-1,PDI turbidity,CaV13 ICDI inh,m5-HT2A agonist,Shn3 inh set2,iPSC survival up,Peg3 prom inh,NR2E3 ag-2
C=CCN(c1ccccc1OC)S(=O)(=O)c1cccc(C(=O)OC2CCOC2=O)c1 (stereo unspecified),2,8,5,-20,-8,-6,2,52,3.1,-5,.
C=CCOc1ccc(C2NC(=O)NC(C)=C2C(=O)OC)cc1 (stereo unspecified),-1,4,12,-1,8,-3,-6,6,5.6,8,0
O=C1/C(=C/c2ccco2)Oc2c1ccc(O)c2CN1CCCCC1,21,-13,-24,-4,3,-20,2,15,-0.4,-26,11
NC(=S)NC(=O)/C=C/c1ccccc1,-4,-7,-65,3,-6,-5,7,-51,-3.8,-90,1
Cc1cccc(C(=O)O)c1[N+](=O)[O-],6,3,2,3,.,.,-2,15,-0.4,5,-1
Cc1cc(C)cc(-c2nnc(SCC(=O)N3CCN(C(=O)c4ccco4)CC3)o2)c1,-2,-5,-2,1,-10,-2,0,24,3.8,-2,-1
CCN(CC)C1CC(=O)N(c2cccc(Cl)c2)C1=O (stereo unspecified),7,1,24,20,-2,-1,5,8,-0.4,11,3
O=C(C(Cc1ccccc1)n1cccc1)N1CCN(Cc2ccccc2)CC1 (stereo unspecified),-1,.,5,18,.,.,-12,23,0.3,22,0
CC1CCCN(S(=O)(=O)c2ccc3oc(=O)ccc3c2)C1 (stereo unspecified),0,-3,7,-11,11,-6,2,-14,-0.2,18,-4
Cc1nnc(SC(C(=O)c2ccccc2)c2ccccc2)[nH]c1=O (stereo unspecified),-1,-3,25,-20,2,-3,-2,19,1.5,8,7
CCCCNS(=O)(=O)c1ccc(NC(=O)Cc2ccc(OC)cc2)cc1,-29,15,17,8,-2,-4,-4,30,0.4,21,5
CC(C)c1ccc(O)c(NC(=S)NC(=O)c2cccnc2)c1,-10,-3,-160,-59,11,4,-9,-9,1.0,-60,-1
O=C1c2ccccc2C(=O)N1CCCCSc1nc2ccccc2o1,-14,-3,-8,-19,-3,.,5,-11,-0.5,0,1
Cc1cccc(N=Nc2c(O)[nH]c3ccc(Br)cc23)c1,-10,-26,-184,-45,-5,-7,-7,-61,2.5,-191,-6
CCCNC(=O)NCCc1c(C)[nH]c2ccccc12,-1,5,15,-4,-3,-7,3,-7,0.0,9,-2

# An excerpt from further up, as a working copy:
SMILES,H9c2 protect,TRPM1 prom inh,HIF-2a inh,NR2E3 ag-1,PDI turbidity,CaV13 ICDI inh,m5-HT2A agonist,Shn3 inh set2,iPSC survival up,Peg3 prom inh,NR2E3 ag-2
C=CCN(c1ccccc1OC)S(=O)(=O)c1cccc(C(=O)OC2CCOC2=O)c1 (stereo unspecified),2,8,5,-20,-8,-6,2,52,3.1,-5,.
C=CCOc1ccc(C2NC(=O)NC(C)=C2C(=O)OC)cc1 (stereo unspecified),-1,4,12,-1,8,-3,-6,6,5.6,8,0

# Continued:
SMILES,H9c2 protect,TRPM1 prom inh,HIF-2a inh,NR2E3 ag-1,PDI turbidity,CaV13 ICDI inh,m5-HT2A agonist,Shn3 inh set2,iPSC survival up,Peg3 prom inh,NR2E3 ag-2
Cc1c(NC(=O)Nc2cccc(F)c2)c(=O)n(-c2ccccc2)n1C,2,3,-1,-13,-1,.,-1,19,0.4,9,0
Nc1nc(N)c2c(ccc3nccc32)[nH]1,10,30,16,19,0,-16,-6,75,1.1,44,2
CC(C)C(=O)N[C@@H]1c2ccccc2CC[C@@H]1O,0,-10,-4,-10,-7,-5,2,-6,1.2,-1,.
Cc1ccc(C)c(N2CCN(C(=O)CCc3nc(-c4cccc(F)c4)no3)CC2)c1,-8,0,10,-14,5,-3,-3,3,-1.2,-6,.
COc1ccc(-c2nn(-c3ccccc3)cc2/C=N/NC(=O)c2ccc(Br)o2)cc1,-33,63*,-141,-33,-23,-7,1,16,-1.1,90*,-1
O=C(c1cccc(S(=O)(=O)Nc2ccccc2Cl)c1)N1CCCCCC1,2,3,16,-7,-10,-13,-3,9,-0.3,15,-3
Cc1cc(C)n(C2CCCCC2OC(=O)c2ccccc2)n1 (stereo unspecified),-3,-8,-4,-29,2,-5,-2,-2,0.3,-7,4
COc1ccc(-c2noc(N3CCC(C(=O)NCc4ccccc4Cl)CC3)n2)cc1,-12,.,-69,23,.,-9,1,28,5.3,-43,-2
Cc1cccc(NC(=O)NCc2ccc3[nH]c(C)cc3c2)c1,2,-17,-3,-17,8,-8,-4,12,1.2,-16,-2
CCCCCCSc1cccc(-c2nc3cc(C)ccn3c2NC2CCCCC2)c1,-28,6,-12,15,0,-12,-5,21,-3.6,26,-2
N#Cc1ccc(OCC(=O)NN2Cc3ccccc3C2=N)cc1,3,7,1,-18,9,2,3,-8,-1.2,-12,3
Cc1cc(C)c(CN2CCC(n3nccc3NC(=O)c3ccccc3Cl)CC2)cc1C,-10,-9,5,4,7,-5,-10,9,-0.1,20,2
Cc1ccsc1C(=O)Nc1cccc(-n2cnnn2)c1,-6,15,0,8,-1,-15,-4,-86,-0.4,2,-3
NS(=O)(=O)c1ccc(NC(=O)COC(=O)/C(=C/c2cccs2)c2cccs2)cc1,-2,-8,27,4,-1,-7,-3,1,2.3,18,-1
COc1cc2c(cc1OC)CN(CC(=O)Nc1ccc(F)cc1)C(C(=O)O)C2 (stereo unspecified),-2,7,4,-4,3,-5,7,18,-0.6,9,4
CCC(C)NC(=O)c1ccccc1NC(=O)c1ccc(CSc2ccccc2)cc1 (stereo unspecified),-8,-17,12,-19,8,-5,-1,-11,0.2,2,-3
CC(C)C(c1nnnn1C(C)(C)C)N1CCN(c2cccc(Cl)c2)CC1 (stereo unspecified),-10,1,19,-25,6,-4,-2,6,-1.3,19,4
COc1cccc(NC2c3ccccc3C(=O)N2Cc2ccco2)c1 (stereo unspecified),-12,.,-13,-16,.,-1,-1,11,-1.9,7,3
CCOC(=O)NC(=S)Nc1ccc(C(C)(C)C)cc1Br,-4,-21,-76,-55,-1,-4,1,4,0.2,-8,1
COC(=O)c1ccccc1NC(=O)C1CCCN(S(=O)(=O)c2ccc(F)cc2)C1 (stereo unspecified),-2,4,-10,-4,5,-7,-1,2,-3.8,-11,2
c1ccc(Sc2ncnc3ccccc23)cc1,-1,-23,-25,-18,-5,-5,7,-23,-0.3,-25,-3
O=C1C(=C2SCCCS2)CC/C1=C\c1ccc(F)cc1,-25,59,65*,-21,-12,.,-4,23,-8.7,86*,-2
O=c1[nH]c(/C=C\c2ccccc2F)nc(O)c1[N+](=O)[O-],-1,14,25,-10,2,-11,-5,5,-0.8,8,2
c1ccc(-c2cn3nc(-c4ccccc4)sc3n2)cc1,-15,7,-71,-34,-3,.,2,66,-0.7,45,3
CCOc1ccc(C2CC(c3ccccc3C)n3nc(N)nc3N2)cc1 (stereo unspecified),-7,.,2,-11,.,-3,-1,6,-2.0,-11,-2
COc1ccccc1N1CCN(C2=NS(=O)(=O)c3ccccc32)CC1,5,-18,-23,9,-5,-5,2,-9,-0.7,10,0
C/C(Cl)=C\Cn1c(Nc2cccc(C)c2)nc2c1c(=O)n(C)c(=O)n2C,5,-4,2,24,10,-8,-1,21,-0.5,12,-2
CN(Cc1ccco1)S(=O)(=O)c1ccc(CN2C(=O)c3cccnc3C2=O)s1,1,-4,-3,-14,13,-7,2,-13,-0.2,-11,1
CCOc1ccc(NC(=O)C2CCN(S(C)(=O)=O)CC2)cc1,2,9,8,-3,1,-2,0,-36,0.2,8,0
O=C1C(Cl)=C(N2CCOCC2)C(=O)N1c1cccc(Cl)c1,1,-3,-22,-2,-6,-4,3,-21,0.0,-7,1
COc1ccccc1-c1ccc2c(c1)C(C)(Cc1ccc(Cl)cc1)C(=O)N2 (stereo unspecified),-3,.,-14,-16,-2,-5,3,-32,1.5,-8,.
CCC(C)n1[nH]c(=O)c2c(C)cc(C)nc21 (stereo unspecified),9,-19,11,-4,10,-4,1,9,-3.8,7,1
Cc1c(-n2cc(C(=O)c3cc(Br)ccc3O)cc(C#N)c2=O)c(=O)n(-c2ccccc2)n1C,10,6,12,-1,35*,-5,2,7,-2.1,13,-4
CSc1nc2ccccc2c(=O)n1C1CCOC(C)(C)C1 (stereo unspecified),-8,0,9,-6,4,-2,2,-12,0.3,12,0
Nc1nc(-c2ccco2)nn1C(=O)CCc1ccccc1,-2,-3,-8,-5,-3,-1,-1,2,-2.0,2,-4
O=C(NCCSCc1ccco1)Nc1ccc(Cl)cc1,-27,-39,-213,-141,-3,-5,-5,5,-2.0,-225,3
CCOC(=O)c1[nH]c(C)c(/C(O)=C2\C(=O)C(=O)N(CCCN3CCOCC3)C2c2cccnc2)c1C (stereo unspecified),4,8,13,-60,-2,-4,0,0,-2.5,19,.
COC(=O)C1C2CCCCC1C(=O)O2 (stereo unspecified),6,-7,4,31,2,-7,-4,-16,7.2,3,.
C[C@H](CO)N1C[C@H](C)[C@@H](CN(C)CC2CCOCC2)Oc2cc(C#Cc3ccccc3F)ccc2S1(=O)=O,25,.,6,-15,2,-2,-4,23,2.9,24,.
O=C(COC(=O)CSCc1ccccc1)NCc1ccccc1,0,-9,12,-23,-7,-3,1,17,0.1,7,-2
Cc1cc(C(=O)CN2C(=O)NC3(CCCc4ccccc43)C2=O)c(C)n1Cc1ccccc1 (stereo unspecified),-13,12,-8,1,3,.,-2,-4,-1.1,-6,2
COc1ccc(C(=O)C2CCCN(C(=O)c3c4c(nn3C)CCCC4)C2)cc1F (stereo unspecified),0,-11,9,-8,6,7,-1,10,0.4,2,7
O=C(CSc1nnnn1-c1ccc2c(c1)OCCO2)Nc1nc2c(s1)CCCC2,-15,6,-38,96*,-2,-8,3,-2,-1.3,-7,3
CN1C(=O)C2(N=c3ccccc3=N2)c2ccccc21,11,28,-40,5,3,.,3,-8,0.5,-5,-3
CC(C)Nc1ccccc1,4,-3,9,-13,.,.,-1,-3,2.5,-5,2
CCc1cccc2c(C(=O)CSc3nnc(-c4ccncc4)n3C)c[nH]c12,3,-22,13,-10,-2,-4,-2,18,-2.1,8,-1
O=C(COC(=O)CCCN1C(=O)c2cccc3cccc(c23)C1=O)Nc1cccc(C(F)(F)F)c1,-6,4,14,1,-19,-5,0,-7,-1.5,0,0
COC(=O)c1sc(NC(=O)c2ccc(Cn3cc(Cl)cn3)o2)c(C#N)c1C,-12,-12,15,0,-5,.,0,0,2.4,-52,2
CN(C)S(=O)(=O)n1cc(/C=C(\NC(=O)c2ccccc2F)C(=O)N2CCCC2)c2ccccc21,20,5,-17,-37,4,-2,-2,7,-0.5,33,-2
Oc1cccc(/C=N/N2CCN(c3ccccn3)CC2)c1,-4,-58,-31,-23,4,-15,4,-43,-0.4,-101,1

# Bioassay records: PubChem, several laboratories

# No enrichment for hits; about 3.9% have a hit in one of these screens.
